Screening results deposited in PubChem BioAssay by National Center for Advancing Translational Sciences (NCATS).
ELG1 repair inh: inhibitors of ELG1-dependent DNA repair in HEK293T cells; 2.3% of 330,000 active; Potency, µM (series often up to 46.1 µM), for inactives: at the highest dose activity change, negative = inhibition, usual class: inhibitors; AID 504467; HEK293T ELG1-luciferase reporter, luminescence, 16 h; DNA damage induced by 5-fluorouridine; also: potency is read from the fitted curve at half-maximal effect; % is scaled to controls: 0 for no effect and ±100 for the full control effect; nearly all actives have a fitted effect of over 55% in size
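5-Fluorouridine DNA damage + compound/DMSO, 2,000 cells/well, 16 h, 37 °C/5% CO2. ONE-Glo, 30 min RT, luminescence. Readout = decrease in reporter signal.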
ASM inhibitor: human S-ASM enzyme inhibition; P17405; Potency, µM (titrated, usually from 57.5 µM), for inactives: at the top dose activity change, negative = inhibition, most hits filed as inhibitors; 0.006% of 340,000 active; AID 504937; placental ASM, HMU-PC fluorogenic substrate, 60 min; also: potency is read from the fitted curve at half-maximal effect
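Human placenta-derived ASM enzyme was preincubated with compound for 10 minutes at room temperature, then given fluorogenic substrate HMU-PC0 (9 uM final) for 60 minutes at 37 °C; a pH 10 stop preceded fluorescence reading at Ex 386/Em 447 nm.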
Eya2 inh: blocks the phosphatase activity of human Eya2. O00167. recombinant Eya2, OMFP fluorescence dephosphorylation (OMFP is methylfluorescein phosphate). Potency, µM (series often up to 76.9 µM), for the others: top-dose activity, negative = inhibition, usual class: inhibitors. 0.006% of 330,000 active; also: potency is read from the fitted curve at half-maximal effect; % is scaled to controls: 0 for no effect and ±100 for the full control effect
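Eya2 (0.2 uM) preincubated 10 min at ambient with compound, then OMFP substrate added at 50 uM; 10 min reaction in 50 mM HEPES pH 7.5, 50 mM NaCl, 5 uM MgCl2, 0.05% BSA, 1 mM DTT. Fluorescence read at Ex 485/Em 525 nm.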
AT treatment: potential ataxia-telangiectasia treatments restoring KAP-1 phosphorylation; 0.19% of 320,000 active; AID 485349; Potency, µM (series often up to 57.5 µM), for the others: top-dose activation, most hits filed as activators; […] A-T fibroblasts, KAP-1 phosphorylation AlphaLISA; neocarzinostatin DNA damage 30 min before lysis; also: potency is read from the fitted curve at half-maximal effect; % of control where 0% means no effect; nearly all actives have a fitted effect of over 45% in size
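hTERT-immortalized A-T patient fibroblasts ([…]), 500 cells/well in OPTI-MEM, 1% FBS, got compounds for 60 min, then NCS for 30 min at 37C. Lysates were then assayed for phospho-KAP-1 by AlphaLISA (anti-pKAP1 donor, anti-KAP1 acceptor beads), 6 hr at 25C.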
TSG101-PTAP inh: blocks PTAP/TSG101 interaction to inhibit HIV-1 budding. Q99816. Fluorescence polarization, FITC-PTAP peptide / Tsg101 binding. 340,000 tested, under 10 active. Potency, µM (series often up to 115 µM), for inactives: top-dose activity change, negative = inhibition, hits mostly inhibitors. AID 493005; active = well fitted inhibition curve with a large enough effect in the main read-out, with a control signal flat, not every such curve was filed as active; inconclusive = small, poorly fitted or top-dose-only effect, or effect the other way, or a change in a side signal; inactive = no such curve, though single readings can be large or run the other way; also: potency is read from the fitted curve at half-maximal effect; % of control where 0% means no effect
Target sequence (Q99816 whole entry, looked up): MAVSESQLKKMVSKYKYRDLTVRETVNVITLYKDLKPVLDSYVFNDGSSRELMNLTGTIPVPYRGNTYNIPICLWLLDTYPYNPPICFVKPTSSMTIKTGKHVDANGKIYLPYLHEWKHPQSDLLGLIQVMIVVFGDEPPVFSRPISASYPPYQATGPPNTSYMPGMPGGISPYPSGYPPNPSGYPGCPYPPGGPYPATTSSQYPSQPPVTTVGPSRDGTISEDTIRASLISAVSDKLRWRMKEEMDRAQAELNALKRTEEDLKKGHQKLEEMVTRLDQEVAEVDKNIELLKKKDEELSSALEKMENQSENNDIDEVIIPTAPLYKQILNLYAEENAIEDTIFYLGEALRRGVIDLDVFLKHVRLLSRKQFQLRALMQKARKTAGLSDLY
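Tsg101 binding domain (10 uM final) was mixed with compound and a FITC-labeled PTAP peptide (50 nM final) in HEPES pH 7.5 buffer with NaCl, Tween 20, EDTA and TCEP; fluorescence polarization was read after 20 min at r.t.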
a7 integrin act: activators of alpha7 integrin expression for muscular dystrophy; alpha7betagal myoblasts, beta-gal FDG fluorescence, 48 h; Potency, µM (doses to about 38.3 µM), for the others: at the top dose activation, actives largely listed as activators; 0.064% of 350,000 active; AID 624291;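 also: potency is read from the fitted curve at half-maximal effect; 100% = response of the positive control SU9516; nearly all actives have a fitted effect of over 60% in size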
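Alpha7betagal+/- myoblasts (passage 13) were plated 16-24 hr, then exposed to compounds (1:260 dilution of DMSO stock) for 48 hours at 37C. After MPER lysis, β-galactosidase reporter activity was read as FDG fluorescence (ex 480/em 540) after 30 minutes.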
Tb PFK block: blocks T. brucei phosphofructokinase. 0.17% of 330,000 active. Potency, µM (titrated, usually from 57.5 µM), without a hit: at the highest dose activity, negative = inhibition, most hits filed as inhibitors. T. brucei PFK, ADP-Glo luminescence. AID 485367. O15648;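 also: potency is read from the fitted curve at half-maximal effect; 0% = uninhibited 1x PFK enzyme wells and -100% = no-enzyme wells; nearly all actives have a fitted effect of over 60% in size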
Target sequence (O15648 whole entry, looked up): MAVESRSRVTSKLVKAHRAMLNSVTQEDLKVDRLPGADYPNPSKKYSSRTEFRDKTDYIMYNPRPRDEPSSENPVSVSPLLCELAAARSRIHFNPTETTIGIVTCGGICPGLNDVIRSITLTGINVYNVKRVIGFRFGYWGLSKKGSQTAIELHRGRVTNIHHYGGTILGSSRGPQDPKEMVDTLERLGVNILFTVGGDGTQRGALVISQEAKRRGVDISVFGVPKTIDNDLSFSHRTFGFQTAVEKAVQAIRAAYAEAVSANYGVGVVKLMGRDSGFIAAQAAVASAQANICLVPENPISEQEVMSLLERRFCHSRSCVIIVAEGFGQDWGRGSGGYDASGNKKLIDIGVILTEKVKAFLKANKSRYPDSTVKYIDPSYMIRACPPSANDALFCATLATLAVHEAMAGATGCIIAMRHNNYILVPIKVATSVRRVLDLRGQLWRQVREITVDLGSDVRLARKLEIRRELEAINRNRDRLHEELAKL
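ADP-Glo luminescence quantified ADP after 45 min at room temperature, with 1.25 nM T. brucei PFK, 0.1 mM ATP and 0.5 mM fructose-6-phosphate in pH 8.0 TEA buffer. qHTS titrations up to 57 µM; curves classified by quality.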
BCR signal inh: inhibitors of chronic active B-cell receptor signaling; AID 493014; 0.05% of 340,000 active; Potency, µM (doses to about 46.1 µM), without a hit: top-dose ratio change, negative = lower green/red ratio, actives largely listed as inhibitors; ABC-DLBCL IkBa-CBG/CBR reporter, luminescence ratio, 4 h; active = well fitted inhibition curve with a large enough effect in the signal ratio, with a control signal flat, not every such curve was filed as active; inconclusive = small, poorly fitted or top-dose-only effect, or effect the other way, or a change in a side signal; the % refers to the signal ratio;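 also: potency is read from the fitted curve at half-maximal effect; plate controls were basal doxycycline-induced cells for no effect and cells given 10 µM MG132 for full effect; MG132 reads +100%, hits lower the ratio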
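Compounds up to 46 uM were incubated four hours with TMD8 cells whose green CBG68 luciferase is fused to IkappaBalpha; red CBR luminescence normalised the signal, and concentration-effect curves were fitted to fusion, red and ratio data.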
Mito fusion yeast: mitochondrial division inhibition or fusion activation; S. cerevisiae fusion-defective mutant growth rescue, CellTiterGlo 48 h; Potency, µM (highest dose often 46.1 µM), inactives show at the top dose growth rescue (activation), actives largely listed as activators; 0.23% of 320,000 active; AID 485298;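 also: potency is read from the fitted curve at half-maximal effect; % of control where 0% means no effect; nearly all actives have a fitted effect of over 45% in size; temperature-sensitive fusion mutants such as fzo1-1 at 37 °C on non-fermentable ethanol glycerol medium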
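Yeast fusion mutant, YPEG (non-fermentable carbon), compound, 48 h at 37C non-permissive; CellTiterGlo added, 10 min RT, luminescence read. Rescued growth = division inhibition.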
TSHR antag: human thyrotropin receptor antagonism; TSHR-expressing cells, TSH-stimulated cAMP HTRF, 2 h; stronger effect = lower value; AID 504810; 0.2% of 330,000 active; activity change, negative = inhibition, % at 11.5 µM; P16473;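 active = activity change below a set negative limit, meaning inhibition stronger than a set level, cut at about -70% in these data; inconclusive = activity change between two set negative limits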; also: % is scaled to controls: 0 for no effect and ±100 for the full control effect
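Competitive HTRF cAMP read-out (cryptate anti-cAMP antibody, cAMP-d2; 30 min, room temperature) in freshly harvested TSHR cells. Compounds added before TSH at EC80 (4nM final), followed by 2 hours' incubation at 37 deg C.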
TCR act: T cell receptor activation; primary human leukocytes, anti-CD3, IL-2 HTRF, 48 h; Potency, µM (highest dose often 9.22 µM), for inactives: top-dose activation of IL-2 secretion, actives largely listed as activators; 330,000 tested, under 10 active; also: % of control where 0% means no effect
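TCR engagement came from a-CD3 beads alone, with compounds added to primary human leukocytes for 48 hr. Secreted IL-2 bridged europium cryptate- and d2-labelled anti-IL-2 antibodies, giving FRET emission at 665nm after 320nm excitation.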
* = called active by the depositor; [ ] = another dose, or the depositor's remark. Unless noted, calls follow the shape of the dose curve; as a rule, active = well fitted curve in the direction sought with a large enough effect; inconclusive = small, poorly fitted or top-dose-only effect, or another doubt; inactive = no such curve, though single readings can be large; an effect the other way counts as inactive or inconclusive.

For CC(=O)Nc1ccc(NC(=O)C(C)OC(=O)CNC(=O)c2cccs2)cc1 (configuration not stated) the results were ELG1 repair inh inconclusive, ASM inhibitor -2%, Eya2 inh 6%, AT treatment 7%, TSG101-PTAP inh -2%, a7 integrin act -5%, Tb PFK block 0%, BCR signal inh 10%, Mito fusion yeast 0%, TSHR antag -3 and TCR act -9%.
`O=C(O)c1c(Cl)c(Cl)c(Cl)c(Cl)c1C(=O)N1CCCCCC1` gave ELG1 repair inh 0%, ASM inhibitor -2%, Eya2 inh 2%, AT treatment 1%, TSG101-PTAP inh -1%, a7 integrin act 0%, Tb PFK block 0%, BCR signal inh -6%, Mito fusion yeast 4%, TSHR antag 2 and TCR act -3%.
For CCc1ccc(NC(=O)C(=O)NCc2ccccn2)cc1 the results were ELG1 repair inh inconclusive, ASM inhibitor 4%, Eya2 inh -2%, AT treatment 4%[11.5 µM], TSG101-PTAP inh -3%, a7 integrin act 12%, Tb PFK block 1%, BCR signal inh inconclusive, Mito fusion yeast 1% and TSHR antag -2.
O=C1CC(N2CCN(c3ccc(F)cc3)CC2)C(=O)N1c1ccc2c(c1)OCO2 (configuration not stated) was read as ELG1 repair inh -3%, ASM inhibitor 1%, Eya2 inh -6%, AT treatment 0%, TSG101-PTAP inh -5%, a7 integrin act 0%, Tb PFK block -2%, BCR signal inh 5%, Mito fusion yeast 2%, TSHR antag 3 and TCR act 15%.
For CC(NC(=O)C(=O)NN=C1CCCCCCCCCCC1)c1ccccc1 (configuration not stated) the results were ELG1 repair inh -9%, ASM inhibitor 0%, Eya2 inh 7%, AT treatment 2%, TSG101-PTAP inh -5%, a7 integrin act 15%, Tb PFK block -4%, BCR signal inh -16%, Mito fusion yeast -2%, TSHR antag 5 and TCR act 3%.
Clc1ccccc1CN1CCN(CCCc2ccccc2)CC1 was read as ELG1 repair inh 8%, ASM inhibitor 8%, Eya2 inh -10%, AT treatment 4%, TSG101-PTAP inh -1%, a7 integrin act -3%, Tb PFK block 0%, BCR signal inh inconclusive, Mito fusion yeast -11%, TSHR antag -2 and TCR act -2%.
Clc1nssc1=Nc1nncs1 was read as ELG1 repair inh 6%, ASM inhibitor 1%, Eya2 inh 23%, AT treatment -12%, TSG101-PTAP inh -3%, a7 integrin act -16%, Tb PFK block 4.3µM*, BCR signal inh inconclusive, Mito fusion yeast -25%, TSHR antag -23 and TCR act -3%.
Screening N#Cc1c(N2CCN(C(=O)c3ccco3)CC2)nc(-c2ccccc2)c2c1CCCC2 returned ELG1 repair inh 26µM*, ASM inhibitor 230%[activator], Eya2 inh 8%, AT treatment 19%, TSG101-PTAP inh -7%, a7 integrin act -28%, Tb PFK block -1%, BCR signal inh inconclusive, Mito fusion yeast 30%, TSHR antag -16 and TCR act -3%.
Screening O=[N+]([O-])c1ccc(Cl)cc1CN1CCCCCC1 returned ELG1 repair inh 37%, ASM inhibitor 1%, Eya2 inh -6%, AT treatment -3%, TSG101-PTAP inh -4%, a7 integrin act -4%, Tb PFK block -5%, BCR signal inh inconclusive, Mito fusion yeast -4%, TSHR antag 1 and TCR act 5%.
Screening O=C(/C=C/c1cccs1)c1ccc(N2CCOCC2)cc1 returned ELG1 repair inh inconclusive, ASM inhibitor -17%, Eya2 inh -12%, AT treatment -3%, TSG101-PTAP inh -4%, a7 integrin act -16%, Tb PFK block -2%, BCR signal inh inconclusive, Mito fusion yeast 7%, TSHR antag -15 and TCR act 2%.
`CCC/C(=N\NC(=O)C1CC1)c1ccc(Br)cc1` gave ELG1 repair inh -10%, ASM inhibitor -2%, Eya2 inh 7%, AT treatment 1%, TSG101-PTAP inh 1%, a7 integrin act 0%, Tb PFK block 0%, BCR signal inh 4%, Mito fusion yeast 2%, TSHR antag -48 and TCR act 0%.
`COc1cc2nc(=S)n3[nH]c(COc4ccccc4C)nc3c2cc1OC` gave ELG1 repair inh inconclusive, ASM inhibitor -4%, Eya2 inh 2%, AT treatment 6%, TSG101-PTAP inh -2%, a7 integrin act -1%, Tb PFK block 3%, BCR signal inh inconclusive, Mito fusion yeast -1%, TSHR antag -2 and TCR act -1%[46.1 µM].
COc1ccc2c(CC(=O)NNC(=O)c3cccs3)coc2c1 was read as ELG1 repair inh inconclusive, ASM inhibitor -3%, Eya2 inh -29%, AT treatment -2%, TSG101-PTAP inh 1%, a7 integrin act 1%, Tb PFK block -5%, BCR signal inh 4%, Mito fusion yeast -7%, TSHR antag 19 and TCR act -1%.
`CCOc1ccc(C)cc1S(=O)(=O)n1nc(C)cc1C` gave ELG1 repair inh 3%, ASM inhibitor -2%, Eya2 inh 5%, AT treatment 2%, TSG101-PTAP inh -10%, a7 integrin act 26%, Tb PFK block -4%, BCR signal inh 0%, Mito fusion yeast -5%, TSHR antag -1 and TCR act 3%.
`Cc1cccc(Oc2ccc(Cl)cc2N)c1` gave ELG1 repair inh 22%, ASM inhibitor 0%, Eya2 inh -3%, AT treatment 5%, TSG101-PTAP inh -6%, a7 integrin act -17%, Tb PFK block 1%, BCR signal inh 2%, Mito fusion yeast -3%, TSHR antag 2 and TCR act -1%.
For Cc1ccc(NC(=O)Nc2cccc(C(F)(F)F)c2)nc1 the results were ELG1 repair inh 8%, ASM inhibitor 0%, Eya2 inh -1%, AT treatment -1%, TSG101-PTAP inh 0%, a7 integrin act 1%, Tb PFK block 0%, BCR signal inh inconclusive, Mito fusion yeast -4%, TSHR antag -18 and TCR act 2%.
`CC1CCC2(CC1)NC(=O)N(NC(=O)c1cc3ccccc3o1)C2=O` (configuration not stated) gave ELG1 repair inh -1%, ASM inhibitor 3%, Eya2 inh 4%, AT treatment 6%, TSG101-PTAP inh -5%, a7 integrin act -2%, Tb PFK block -1%, BCR signal inh 2%, Mito fusion yeast 1%, TSHR antag -2 and TCR act -2%.
Screening COc1ccc(C(=O)Nn2c(C)nc3ccccc3c2=O)cc1[N+](=O)[O-] returned ELG1 repair inh -8%, ASM inhibitor 0%, Eya2 inh 7%, AT treatment -21%, TSG101-PTAP inh -4%, a7 integrin act 16%, Tb PFK block -2%, BCR signal inh 0%, Mito fusion yeast 4%, TSHR antag -2 and TCR act -8%.
For COc1cc(/C=N/NC(=O)c2cc(C)oc2C)ccc1OCc1ccccc1 the results were ELG1 repair inh 0%, ASM inhibitor -1%, Eya2 inh -16%, AT treatment 0%, TSG101-PTAP inh 0%, a7 integrin act -20%, Tb PFK block -1%, BCR signal inh 1%, Mito fusion yeast -2%, TSHR antag -2 and TCR act 7%.
Screening O=C(CCCOc1ccccc1)Nc1cccc(S(=O)(=O)N2CCCCC2)c1 returned ELG1 repair inh -5%, ASM inhibitor -4%, Eya2 inh 3%, AT treatment 6%, TSG101-PTAP inh -1%, a7 integrin act -33%, Tb PFK block 0%, BCR signal inh 0%, Mito fusion yeast 16%, TSHR antag -23 and TCR act 1%.
`S=C(NCCc1ccccc1)N1CCCCC1` gave ELG1 repair inh inconclusive, ASM inhibitor 3%, Eya2 inh 3%, AT treatment 0%, TSG101-PTAP inh -2%, a7 integrin act -15%, Tb PFK block -4%, BCR signal inh 12%, Mito fusion yeast -3%, TSHR antag 6 and TCR act -5%.
